# From PubChem BioAssay
# V1aR counter: V1a receptor agonism, counter-screen for OXTR agonists. P37288. CHO-V1R cells, Fluo-8 calcium fluorescence, agonist mode; 0% DMSO, 100% 3 nM vasopressin. activation, % at 3 µM. actives 0.25% (n = 320,000). AID 2797;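 active means activation above the mean activation of all tested compounds plus 3 SD, per screening run, cut at about 20% in these data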;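 further: signal is peak over basal fluorescence ratio across a 100 second FLIPR read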
# CHO-K1 Ca ag: counter-screen for M1 agonists: effect in parental CHO-K1 cells. Fluo-8 calcium fluorescence; scaled to maximal ATP response, vehicle zero. activation, % at 3 µM. actives 0.48% (n = 360,000); in the data active means activation above about 15%;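 further: untransfected CHO-K1 host cells lacking M1 receptor as counterscreen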
# OXTR ag: agonists of human oxytocin receptor. actives 0.32% (n = 320,000). CHO-OTR cells, Fluo-8 calcium fluorescence; normalized: DMSO 0%, oxytocin 100%. activation, % at 3 µM;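 active means activation above the mean of all tested compounds plus 3 SD, cutoff set per screening run, cut at about 20% in these data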;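 further: peak over basal fluorescence ratio from a 100 s FLIPR kinetic read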
# Target sequence (P30559 whole entry, looked up): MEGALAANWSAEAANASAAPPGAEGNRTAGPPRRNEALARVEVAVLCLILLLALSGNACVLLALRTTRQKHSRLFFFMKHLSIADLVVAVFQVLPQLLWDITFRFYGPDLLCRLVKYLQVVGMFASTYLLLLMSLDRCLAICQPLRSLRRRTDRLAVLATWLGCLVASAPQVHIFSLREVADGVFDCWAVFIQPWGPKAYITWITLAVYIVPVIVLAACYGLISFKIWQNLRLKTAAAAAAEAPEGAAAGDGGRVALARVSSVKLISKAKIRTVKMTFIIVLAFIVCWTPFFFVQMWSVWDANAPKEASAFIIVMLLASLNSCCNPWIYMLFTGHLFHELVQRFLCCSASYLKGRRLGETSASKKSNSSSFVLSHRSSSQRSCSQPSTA
# GPR7 antag: human neuropeptides B/W receptor 1 antagonism | P48145 | GPR7-expressing cells, fluorescence antagonist assay | inhibition, % at 4.4 µM | actives 1.1% (n = 290,000) | AID 1861; in the data active means inhibition above about 16%, passing the limit was not always enough;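 further: cells stimulated with the agonist NPW; 0% = agonist with vehicle and 100% = vehicle without agonist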
# Target sequence (P48145 whole entry, looked up): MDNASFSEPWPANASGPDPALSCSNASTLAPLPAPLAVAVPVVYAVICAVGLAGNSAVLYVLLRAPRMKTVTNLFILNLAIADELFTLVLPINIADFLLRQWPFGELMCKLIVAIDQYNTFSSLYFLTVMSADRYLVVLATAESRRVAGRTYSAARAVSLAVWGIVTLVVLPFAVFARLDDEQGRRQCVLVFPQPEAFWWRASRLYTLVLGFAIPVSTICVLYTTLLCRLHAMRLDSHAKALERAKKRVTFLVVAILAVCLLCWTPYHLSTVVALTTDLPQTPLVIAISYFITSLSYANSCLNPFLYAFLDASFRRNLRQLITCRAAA
# CHO-K1 Ca PAM: nonselective activator or artifact in parental CHO-K1 calcium assay; ATP EC20, Fluo-8 calcium fluorescence; 0% at ATP EC20, 100% at ATP max; actives 0.02% (n = 360,000); activation, % at 3 µM;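 active means activation above the run cutoff, the mean activation of all test compounds plus 3 SD, cut at about 40% in these data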;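 further: peak over basal fluorescence ratio in a 140 s read after ATP addition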
# TAAR1 antagonist: human TAAR1 antagonism; Q96RJ0; CHO RD-HGA16 TAAR1, Fluo-8 calcium fluorescence, antagonist; inhibition, % at 3 µM; actives 1.5% (n = 360,000);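 active means inhibition above a per-plate cutoff, the mean inhibition of test compounds on that plate plus 3 SD, cut at about 49% in these data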;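 further: 0% = DMSO plus EC80 beta-PEA response and 100% = DMSO alone without agonist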
# Target sequence (Q96RJ0 whole entry, looked up): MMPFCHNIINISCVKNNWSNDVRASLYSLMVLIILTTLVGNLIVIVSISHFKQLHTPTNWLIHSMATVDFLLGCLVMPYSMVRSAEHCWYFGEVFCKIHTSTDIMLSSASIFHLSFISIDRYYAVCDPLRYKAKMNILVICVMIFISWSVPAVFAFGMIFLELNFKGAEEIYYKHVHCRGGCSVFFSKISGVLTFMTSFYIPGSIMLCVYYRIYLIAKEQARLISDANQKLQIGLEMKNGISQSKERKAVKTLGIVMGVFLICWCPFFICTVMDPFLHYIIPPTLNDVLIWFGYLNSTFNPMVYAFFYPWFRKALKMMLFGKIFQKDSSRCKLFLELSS
#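 Material: RD-HGA16 CHO cells with stable hTAAR1 and Gα16; Dosing: single nominal final test compound concentration of 3 µM; Schedule: seeding 17-24 h prior, 75-min 37 °C, 30-min RT dye loading; Detection: kinetic Fluo-8 calcium fluorescence measurement; Measure: % inhibition from peak post-agonist over basal fluorescence ratio; Benchmarks: vehicle and agonist controls.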
# CHO-K1 Ca antag: M1 antagonist counterscreen hit in parental CHO-K1 cells | AID 602250 | actives 0.6% (n = 360,000) | ATP-induced calcium, Fluo-8 fluorescence | inhibition, % at 3 µM;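 active means inhibition above a per-plate cutoff, the plate's mean sample inhibition plus 3 SD, cut at about 24% in these data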;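 further: 0% = DMSO plus EC80 ATP and 100% = DMSO alone without ATP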
# CHO parental Ca: counter-screen for OX1R antagonists: effect in parental CHO cells | AID 463079 | actives 0.63% (n = 330,000) | inhibition, % at 5.6 µM | parental CHO-K1, ATP-induced calcium, Fluo-8 fluorescence;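 active means inhibition above that plate's mean sample inhibition plus 3 SD, cut at about 26% in these data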;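 further: 0% = ATP-challenged DMSO wells and 100% = DMSO wells without ATP; some compounds past the cut are filed as inactive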
#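 Measured by: calcium-sensitive Fluo-8 fluorescence / Test system: CHO parental line / Controls: ATP-challenged DMSO wells low, unchallenged DMSO wells high / Measure: % inhibition / Compound: single nominal dose of 5.6 µM per compound / Replicates: single well per compound, no replicates / Reagent: ATP as calcium-mobilizing challenge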
# OXTR potentiator: potentiates the human oxytocin receptor response; P30559; CHO-OTR cells, Fluo-8 calcium fluorescence, potentiator mode; 0% = oxytocin EC15, 100% = EC100; activation, % at 3 µM; actives 0.061% (n = 320,000);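 active means activation above that plate's cutoff, the mean activation of tested compounds plus 3 SD, cut at about 6.6% in these data, passing the limit was not always enough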;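 further: 100% uses oxytocin at 75 nM as the full agonist control; some results filed as inactive read as strong as hits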
#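 Dosing: Single dose, 3.0 µM nominal final compound concentration | Material: Human OTR in CHO cells | Technique: Kinetic Fluo-8 calcium fluorescence | Benchmarks: EC15 oxytocin alone as 0%, 75 nM oxytocin as 100% | Probe or stimulus: Oxytocin at about EC15, sub-maximal agonist stimulus | Incubation: Compound 6 min at room temperature before oxytocin, 100 s read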
# Numbers without * were called inactive; / = no result given; & = joins results of further samples.
no.	Compound	V1aR counter	CHO-K1 Ca ag	OXTR ag	GPR7 antag	CHO-K1 Ca PAM	TAAR1 antagonist	CHO-K1 Ca antag	CHO parental Ca	OXTR potentiator
1	COC(=O)c1cncc(C)c1	0.9	5.6	1.3	-12	6	-2	-12	-3	2
2	O=C(Cc1ccccc1)NCC(=O)N1CCN(c2ccccc2)CC1	-0.5	0.5	-0.8	-12	25	-25	-1	-4	-5
3	CC(C)COCC(O)CC(Cc1ccccc1)C(=O)NN (stereo unspecified)	0.0	0.8	-1.9	-3	-7	-11	-12	-12	-2
4	CCCC(=O)NC(=S)Nc1ccc(CN2CCOCC2)cc1	0.7	0.6	1.0	-2	-5	-4	-7	5	-25
5	Cc1c(C(=O)O)oc2c1/C(=N\O)CC(C)(C)C2	0.7	0.4	-0.9	-12	6	7	-4	-6	-6
6	O=Cc1ccc2cccnc2n1	0.8	0.1	0.6	-7	-9	-37	-8	-6	5
7	COc1ccccc1C1CC(c2cccs2)=Nc2ccccc2S1 (stereo unspecified)	-0.2	0.2	-2.2	11	16	23	4	-29	-14
8	CCCCCCCSc1nc(N)cc(=O)[nH]1	6.0	0.5	0.8	-11	-13	9	13	-6	-4
9	COc1ccc(C(C)=O)cc1CC1(C)C(=O)Nc2ccc(-c3ccccc3OC)cc21 (stereo unspecified)	/	0.0	/	/	-16	3	17	/	/
10	O=C(CSc1nnc([C@@H]2CCCN2)o1)c1ccc(Cl)cc1	-0.1	-0.3	-1.1	-6	15	-1	2	-16	-4
11	CCOc1ccccc1N(CC(=O)NC1CCCCC1)C(=O)c1nsc(Cl)c1Cl	-1.8	-0.1	-1.2	13	18	11	-4	-23	-1
12	O=S(=O)(Nc1ccc(N2CCOCC2)cc1)c1ccc2ccccc2c1	5.0	1.1	3.9	-6	-13	-8	14	-6	-4
13	CN1CCN(C(=S)NC(=O)/C=C/c2cccc3ccccc23)CC1	1.4	1.3	0.1	-6	-4	22	-12	-13	0
14	CC(C)(C)C(=O)Nc1ccccc1C(=O)NCCC(=O)Nc1ccccc1	-0.3	-0.4	1.3	/	-17	15	6	-16	-8
15	CC(=O)Nc1ccc(NC(=O)[C@@H]2CCCC[C@@H]2C(=O)O)cc1	0.6	-0.1	-0.1	-17	3	-1	3	0	0
16	CCOC(=O)c1c(C)[nH]c(C)c1C(=O)COC(=O)c1cccc(S(=O)(=O)NC)c1	0.8	1.3	0.7	1	15	16	-7	-8	-5
17	CCn1cc(CN(C)S(=O)(=O)c2ccc3ccccc3c2)c(C)n1	6.6	11	12	6	8	15	12	-5	-11
18	COc1ccc(CCNC(=O)C2CCN(S(=O)(=O)c3ccc(F)cc3)CC2)cc1	0.7	1.6	-1.0	-1	15	2	-11	-9	-5
19	CCCn1c(SCC(=O)NNC(=O)c2ccc(OC)cc2)nnc1C(C)C	-0.1	0.9	-0.3	-4	-7	-21	-5	-10	-3
20	CCOc1ccc(C2C(C#N)=C(C)NC3=C2C(=O)c2ccccc23)cc1 (stereo unspecified)	-0.2	-0.5	-1.1	5	4	16	14	-5	-4

# Reformatted screen by screen: part of the list above.
[15] CC(=O)Nc1ccc(NC(=O)[C@@H]2CCCC[C@@H]2C(=O)O)cc1
[16] CCOC(=O)c1c(C)[nH]c(C)c1C(=O)COC(=O)c1cccc(S(=O)(=O)NC)c1
[17] CCn1cc(CN(C)S(=O)(=O)c2ccc3ccccc3c2)c(C)n1
[18] COc1ccc(CCNC(=O)C2CCN(S(=O)(=O)c3ccc(F)cc3)CC2)cc1
[19] CCCn1c(SCC(=O)NNC(=O)c2ccc(OC)cc2)nnc1C(C)C
[20] CCOc1ccc(C2C(C#N)=C(C)NC3=C2C(=O)c2ccccc23)cc1 (stereo unspecified)

Assay by compound	15	16	17	18	19	20
V1aR counter	0.6	0.8	6.6	0.7	-0.1	-0.2
CHO-K1 Ca ag	-0.1	1.3	11	1.6	0.9	-0.5
OXTR ag	-0.1	0.7	12	-1.0	-0.3	-1.1
GPR7 antag	-17	1	6	-1	-4	5
CHO-K1 Ca PAM	3	15	8	15	-7	4
TAAR1 antagonist	-1	16	15	2	-21	16
CHO-K1 Ca antag	3	-7	12	-11	-5	14
CHO parental Ca	0	-8	-5	-9	-10	-5
OXTR potentiator	0	-5	-11	-5	-3	-4

# (more compounds)
no.	Compound	V1aR counter	CHO-K1 Ca ag	OXTR ag	GPR7 antag	CHO-K1 Ca PAM	TAAR1 antagonist	CHO-K1 Ca antag	CHO parental Ca	OXTR potentiator
21	Cc1cccc(NC(=O)c2cccc(NC(=O)c3ccccc3)c2)n1	0.9	3.2	-1.6	-17	-15	27	-12	-5	8
22	O=C(CSc1nnnn1C1CCCC1)N1CCOCC1	-0.6	-0.4	1.0	5	6	3	-13	15	-7
23	CCC12CCCN3CCC4(C(=C(C(=O)OC)C1)Nc1ccccc14)C32 (stereo unspecified)	/	-0.4	/	-10	12	-18	1	/	/
24	COc1ccc(OC(=O)c2ccc3nsnc3c2)cc1	0.1	5.7	-0.9	-9	19	1	-2	-10	-5
25	CCc1ccc(S(=O)(=O)NCCOc2cccc3cccnc23)cc1	3.8	6.7	0.5	-8	3	-49	-6	-11	-12
26	Cc1ccc(NC(=O)C2CC(=O)n3ncnc3N2)cc1 (stereo unspecified)	0.0	0.4	0.2	-12	-2	13	-13	-6	-4
27	COc1ccc(CN2CCNC(=O)C2CC(=O)NCCc2nc(C)c3c(n2)CCC3)cc1C (stereo unspecified)	0.7	0.1	-0.9	-1	27	-6	-26	-12	-7
28	CCOc1ccc2nc(SCC(=O)NC3CCCCC3)[nH]c2c1	0.0	0.5	-0.2	-18	13	-1	-6	-16	2
29	CC(NC(=O)CN1CCC(C(N)=O)CC1)c1ccccc1 (stereo unspecified)	0.8	-0.3	1.0	-11	15	-30	-27	4	-9
30	CCN(CC)S(=O)(=O)c1ccc2c(c1)nc(CCC(=O)OCC(=O)N1CCc3ccccc31)n2C	1.0	1.3	-1.7	12	4	17	1	-29	-10
31	Cc1ccc(-c2[nH]nc3c2C(c2ccccc2OC(=O)N2CCOCC2)C(C#N)=C(N)O3)cc1 (stereo unspecified)	0.0	/	0.3	-8	/	16	/	-18	1
32	Cc1c(C(=O)N2CCCCCC2)c(S(=O)(=O)NCc2ccccc2Cl)c(C)n1C	0.5	0.4	0.1	3	13	-5	-3	-8	-1
33	COc1ccc(C)cc1NC(=O)c1ccc(NS(=O)(=O)c2cccc3cccnc23)cc1	1.2	2.4	0.9	-23	17	10	-6	-13	-5
34	Cc1cc2c3c([nH]c2cc1S(=O)(=O)NCc1ccc(CN2CCCCCC2)o1)CC(C)(C)CC3=O	-0.2	0.0	-0.3	-1	18	-7	-13	-17	-6
35	Cn1c(=O)n(CC(=O)O)c(=O)c2c1nc1n2CCS1	0.3&1.1	0.5&0.1	-0.1&0.5	5&3	2&-15	7&-6	1&7	-11&-12	-13&-7
36	COc1ccccc1Nc1cc(C(=O)NCCCN2CCOCC2)c2ccccc2n1	3.6	3.1	2.2	16	10	28	-3	-5	-6
37	CSCCC(C(=O)N1C[C@]2(C)C[C@H]1CC(C)(C)C2)N1C(=O)c2ccccc2C1=O (stereo partly specified)	-1.5	0.0	-1.6	9	-19	-6	-1	-20	-18
38	COc1ccc(CCNC(=O)/C(C#N)=C2\N=C(NC(=O)c3ccco3)c3ccccc32)cc1	2.8	0.7	0.3	-20	14	36	-7	-4	-8
39	COc1ccc(CC(NC(C)=O)C(=O)N2CCN(C(=O)Nc3cccc(F)c3)CC2)cc1OC (stereo unspecified)	-0.3	-0.4	-0.6	-8	6	-5	4	-5	-14
40	CC(=O)N1CCN(c2ncnc3ccccc23)CC1	0.9	0.4	0.0	-13	-10	-22	-2	-10	-3
41	CCOC(=O)C(CCCCOc1ccc([N+](=O)[O-])cc1)C(=O)OCC	2.5	6.4	1.0	0	-3	/	-20	15	-9
42	CCc1ccc(OCC(=O)N/N=C(\C)c2ccc(OC(F)F)cc2)cc1	-0.9	-0.3	-1.5	-2	21	-14	-8	-8	-4
43	O=c1[nH]c(-c2ccc(F)cc2)nc2c1sc(=S)n2-c1ccccc1	2.0	-0.1	-0.3	-3	-11	14	10	-11	-1
44	CN(C)S(=O)(=O)c1cc(NC(=O)COC(=O)CCSc2ccc(Cl)cc2)ccc1Cl	4.6	3.7	4.3	21*	6	6	-7	-12	-18
45	CC(C)(C)OC(=O)NCCCC(CCCNC(=O)OC(C)(C)C)C(=O)O	0.7	0.0	-0.1	3	7	-10	-1	-9	-14
46	COc1cccc(OC)c1OCCNCC1CSc2ccccc2O1 (stereo unspecified)	5.5	4.4	6.7	/	-5	-2	-2	-18	-2
47	CCC(C)c1ccc(OCc2ccc(C(=O)O)o2)cc1 (stereo unspecified)	3.9	1.6	1.9	-7	14	-4	-9	4	-11
48	O=C1CNC(=S)N1CCc1ccc(Cl)cc1	1.1	1.9	0.3	-11	-7	-11	3	-6	-9
49	CCCCn1c(-c2ccc([N+](=O)[O-])cc2)n[nH]c1=S	-0.7	0.2	-0.8	0	19	4	8	-11	-8
50	CN(C(=O)c1cccc(NC(=O)Cc2ccc(NC(=O)C3CCN(C(=O)C4CCC4)CC3)cc2)c1)C1CCC1	/	0.8	/	/	20	-9	-1	/	/
51	CC(=O)c1ccc(N2CCN(c3ncc(C(F)(F)F)cc3Cl)CC2)cc1	7.2	1.2	0.8	9	15	13	-11	-1	-11
52	CC(=O)c1cccc(NC(=O)CN2C(=O)NC(C)(c3ccc4c(c3)OCCCO4)C2=O)c1 (stereo unspecified)	2.0	0.6	-0.3	/	5	-8	-16	-18	-2
53	CN(/N=C/c1cc([N+](=O)[O-])ccc1O)c1ccccc1	0.1	3.4	0.5	6	28	17	-14	-17	-6
54	O=S1(=O)CCOC[C@H](Cc2ccccc2)N1Cc1ccc(Cl)cc1	0.7	0.0	-0.4	/	-9	13	-4	0	-12
55	N#Cc1cc(-c2ccccc2)oc1/N=C/c1ccccc1O	0.5	0.0	1.1	-1	14	7	-10	13	-11
56	Nc1nonc1-n1nnc(C(=O)N/N=C/c2ccco2)c1-c1ccccc1	5.1	1.9	10	-8	13	-6	-16	-12	-16
